Screening data (PubChem)
DAX1 inh-1: DAX1 (NR0B1) inhibitors, primary screen, cell-based, HEK293, Gal4-DAX1, luciferase luminescence; hit rate 0.99% among 340,000; AID 504766, 2011; HEK293 Gal4-DAX1 luciferase reporter; inhibition, % at 6.75 µM;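 active = inhibition above the mean over all tested compounds plus 3 SD, cut at about 4.2% in these data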;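 also: 0% = DAX1-transfected cells with DMSO and 100% = empty-vector control cells with DMSO; inhibition shows as a rise in luminescence from relieved DAX1 repression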
Target sequence (P51843 207-470 limits assumed): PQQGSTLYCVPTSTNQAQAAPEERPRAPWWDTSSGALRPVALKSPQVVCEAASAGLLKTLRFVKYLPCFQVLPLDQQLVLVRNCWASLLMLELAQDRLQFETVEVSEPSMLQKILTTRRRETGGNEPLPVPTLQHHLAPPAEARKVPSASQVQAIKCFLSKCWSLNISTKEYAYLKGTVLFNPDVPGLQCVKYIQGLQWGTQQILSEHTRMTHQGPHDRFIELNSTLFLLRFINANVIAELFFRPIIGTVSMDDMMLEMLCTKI
ssDAF12 agonist: S. stercoralis DAF-12 nuclear receptor activators, primary screen, cell-based, luminescence, HEK293, GRIP1 co-expression, lit1-tk-luc; HEK293 ssDAF-12/GRIP1 lit1-tk-luc reporter; % of 3 µM dafachronic acid response; activation, % at 6.8 µM; hit rate 1% among 370,000; AID 652126, 2013;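 active = activation above the mean over all tested compounds plus 3 SD, cut at about 0.9% in these data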;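 also: 0% = DMSO-only wells and 100% = 3 µM delta7-dafachronic acid wells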
ADAM17 inh: ADAM17 inhibitors, primary screen, biochemical, QFRET; Disintegrin and metalloproteinase domain-containing protein 17 (Homo sapiens), P78536; recombinant ADAM17, EDANS/DABCYL FRET peptide cleavage; inhibition, % at 6.95 µM; hit rate 0.83% among 370,000; AID 720648, 2013;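 active = inhibition above the mean of compounds lying between control limits plus 3 SD, set per campaign, cut at about 8.5% in these data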;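 also: 0% = DMSO-only wells as the low control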
Target sequence (P78536 215-824 limits assumed): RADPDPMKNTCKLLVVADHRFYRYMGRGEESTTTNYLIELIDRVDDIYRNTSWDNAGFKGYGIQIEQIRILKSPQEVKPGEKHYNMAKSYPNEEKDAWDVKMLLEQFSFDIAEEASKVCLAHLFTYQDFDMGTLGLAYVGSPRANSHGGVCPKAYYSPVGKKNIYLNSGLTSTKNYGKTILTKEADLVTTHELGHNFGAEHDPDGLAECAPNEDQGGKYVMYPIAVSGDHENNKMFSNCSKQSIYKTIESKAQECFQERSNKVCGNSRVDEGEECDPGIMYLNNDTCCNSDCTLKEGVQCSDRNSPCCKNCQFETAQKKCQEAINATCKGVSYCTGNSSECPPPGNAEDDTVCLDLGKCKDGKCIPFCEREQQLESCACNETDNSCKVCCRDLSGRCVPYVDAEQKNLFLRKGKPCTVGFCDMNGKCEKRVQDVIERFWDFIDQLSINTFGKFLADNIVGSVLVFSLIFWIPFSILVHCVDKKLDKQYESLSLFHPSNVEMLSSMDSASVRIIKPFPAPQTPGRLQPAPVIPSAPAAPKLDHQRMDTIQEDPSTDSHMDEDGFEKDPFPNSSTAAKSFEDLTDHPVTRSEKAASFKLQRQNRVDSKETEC
hgDAF-12 ag: H. glycines DAF-12 receptor agonists, primary screen, cell-based, luminescence, HEK293, GAL4 fusion, UAS-luciferase; HEK293 GAL4-hgDAF12 UAS-luciferase reporter, agonist luminescence; normalized to butyrate control; activation, % at 6.8 µM; hit rate 1.8% among 370,000;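 active = activation above a cutoff set at the mean of all screened compounds plus 3 SD, cut at about 10% in these data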;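 also: 0% = DMSO wells and 100% = sodium butyrate wells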
SMARCA2 act: SMARCA2 (BRM) function activators, primary screen, cell-based, luminescence, high throughput; MG213 cells, MMTV-luciferase reporter, dexamethasone, overnight; activation, % at 9.1 µM; hit rate 1% among 370,000; in the data active = activation above about 7.8%;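 also: 0% = vehicle wells and 100% = reference activator wells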
PG9 Ab binder: binders of HIV-1 gp120 antibody PG9, primary screen, biochemical, TR-FRET | AID 624416, 2012 | TR-FRET gp120-PG9 antibody binding | HIV-1 gp120 / PG9 antibody interaction | hit rate 0.43% among 360,000 | inhibition, % at 6.7 µM; in the data active = inhibition above about 8.5%
GAA850 FXN act: FXN promoter activators, primary screen, cell-based, luciferase luminescence, HEK293 lucGAA850. HEK293 lucGAA850 FXN promoter luciferase reporter, 24 h; percent of 10 µM SAHA response. activation, % at 6 µM. hit rate 0.56% among 360,000;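 active = activation above the average of all compounds screened plus 3 SD, cutoff fixed separately per campaign, cut at about 7.5% in these data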;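 also: 0% = DMSO wells and 100% = 10 µM SAHA wells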
GC-A act: GC-A stimulated cGMP production enhancers – HEK293 GC-A cells, cGMP TR-FRET, EC30 ANP, primary screen; 0% at EC30 ANP, 100% saturating ANP; activation, % at 10 µM; hit rate 0.14% among 370,000; AID 1671463, 2021; in the data active = activation above about 40%
ADAM10 inh: human ADAM10 inhibitors, primary screen, biochemical, QFRET, HTS | recombinant ADAM10, EDANS/DABCYL FRET peptide cleavage, 3 h | inhibition, % at 7 µM | hit rate 0.62% among 370,000;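 active = inhibition above a per-campaign cutoff equal to the mean of compounds falling between control-based bounds plus 3 SD, cut at about 20% in these data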;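 also: 0% = DMSO wells while the 100% control is not disclosed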
DAX1 inh-2: DAX1 (NR0B1) inhibitors on StAR promoter, primary screen, cell-based, luminescence, SF-1 (NR5A1), full-length DAX-1; HEK293T StAR-luciferase reporter, SF-1/DAX-1 repression relief; hit rate 1.1% among 370,000; inhibition, % at 6.8 µM; AID 652010, 2013;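 active = inhibition above the mean over all tested compounds plus 3 SD, cut at about 3.6% in these data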;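 also: 0% = DAX-1 cells with DMSO and 100% = cells lacking DAX-1 with DMSO; higher inhibition means more luminescence from relief of DAX-1 repression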
hcDAF12 agonist: H. contortus DAF-12 nuclear receptor activators, primary screen, cell-based, luminescence, HEK293, lit1-tk-luc reporter | HEK293 hcDAF-12 lit1-tk-luc reporter; 0% DMSO, 100% Δ7-dafachronic acid | activation, % at 6.8 µM | hit rate 1.4% among 370,000 | AID 652067, 2013;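 active = activation above the mean of all tested compounds plus 3 SD, cut at about 5.5% in these data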;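 also: 100% = response to 3 µM Δ7-dafachronic acid high control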
Numbers without * were called inactive; . = not tested or not shown. The order is random; 6.8% or so of the library scored in one or more.

SMILES	DAX1 inh-1	ssDAF12 agonist	ADAM17 inh	hgDAF-12 ag	SMARCA2 act	PG9 Ab binder	GAA850 FXN act	GC-A act	ADAM10 inh	DAX1 inh-2	hcDAF12 agonist
COc1cc(OC)c(C2=NOC(C(=O)Nc3cc(C)nn3-c3ccccc3)C2)cc1Cl (stereo not drawn)	-1.2	-2.1	-5.0	-3.2	-2.4	-1.6	5.6	-0.8	-8.7	-0.2	-3.7
CCOc1ccc(S(=O)(=O)NN=C(C)c2cccnc2)cc1	0.3	-0.2	-0.9	-0.2	-2.9	-1.6	0.1	2.5	-3.0	1.3	-0.9
Cn1c(SCc2ccccc2F)nnc1-c1ccccn1	2.2	-0.3	-1.1	10.1	4.1	-0.9	4.2	2.7	3.9	2.2	1.3
CC(O)[C@H]1CNCCN1CCc1cc(C(F)(F)F)cc(C(F)(F)F)c1 (stereo partly drawn)	0.2	-1.2	-2.0	-0.6	-0.1	-3.3	0.5	0.0	-68.4	0.1	-0.9
C/C(=N\N1C(=O)c2ccccc2NC1c1ccco1)c1ccccc1O (stereo not drawn)	6.1*	-0.4	-48.6	8.7	3.4	-2.0	0.8	0.9	-142.9	3.4	1.4
CCOC(=O)Cn1c(=O)oc2cc(S(=O)(=O)NC(C)(C)CC)ccc21	-1.2	-0.8	-3.7	-1.2	-3.2	0.1	-0.3	-0.4	-8.2	0.6	2.0
CC(C)c1ccc(NC(=O)COC(=O)[C@H](CCC(N)=O)NC(=O)c2ccc(F)cc2)cc1	1.8	-1.3	-0.2	1.9	1.1	-0.1	2.4	0.1	-0.4	0.5	-0.5
CSCCC(NC(=O)c1ccccc1)C(=O)O (stereo not drawn)	-0.9	-1.0	1.6	0.9	-0.2	-1.6	0.6	0.3	-8.6	0.3	-1.2
Cc1ccc2nc(SCC(=O)Nc3oc(C)c4c(C)n[nH]c(=O)c34)[nH]c2c1	-0.1	-0.8	-2.2	-1.7	-3.0	0.9	-0.8	3.4	-14.6	0.0	0.9
CC(=O)N1CCN(S(=O)(=O)c2cccc(C(=O)Nc3ccc(OC(F)F)cc3)c2)CC1	0.7	-1.2	0.4	2.0	-4.7	0.0	2.9	0.7	3.0	-0.6	-1.5
CC(Cc1ccccc1)NC(=O)CN1C(=O)c2ccccc2S1(=O)=O (stereo not drawn)	0.3	-0.9	0.7	3.0	3.5	1.5	-0.1	3.9	5.4	0.7	-0.1
CCc1noc(C)c1C(=O)NNC(=O)c1ccc(N(CC)CC)cc1	-0.4	-1.3	-6.0	0.9	2.7	-1.3	0.2	-6.0	-6.1	-0.3	-1.3
O=C(CN1C(=O)NC2(CCCCCC2)C1=O)NCc1ccco1	1.9	-0.5	-3.2	0.4	-1.9	-1.5	1.5	1.2	1.9	-0.2	-0.1
CCN(CC)c1ccc(/C=N/N2C(C)CCCC2C)c(O)c1 (stereo not drawn)	-0.4	-0.5	-2.0	0.8	-1.1	-1.2	0.2	-4.9	6.8	-0.1	-2.2
COc1ccccc1-c1cccc2c3c([nH]c12)[C@@H]1C[C@H]2[C@@H](C(=O)N1CC3)[C@H](C)ON2C	.	-0.7	-35.9	1.0	0.3	0.6	.	0.5	-129.1	0.2	0.0
NC(=S)c1cnn2c(-c3cccc(C(F)(F)F)c3)ccnc12	0.7	-1.5	-24.9	-0.5	0.1	-0.9	2.2	-48.2	-60.2	-0.3	-3.4
CCN(CC)c1nc2ccccc2nc1-n1nc(C)cc1C	0.4	-1.6	2.9	0.1	-3.9	0.8	-1.3	-11.5	-8.0	-1.2	-1.4
Cc1cc(NC(=O)CCC(=O)N(Cc2ccc(F)cc2)C(C(=O)NC2CCCC2)c2ccco2)no1 (stereo not drawn)	3.3	-1.3	1.4	0.9	-2.3	0.0	1.6	-2.9	12.6	0.3	-1.4
Cc1ccc(C(=O)CCC(=O)N2CCC(C(N)=O)CC2)cc1	0.1	-1.6	-0.9	-0.3	-2.3	0.4	0.9	-1.2	-2.8	0.2	-0.3
Cc1ccccc1C(=O)NC(=S)N(C)C1CCCCC1	-0.8	-0.9	-8.2	-3.3	-1.5	-0.6	1.1	1.1	5.3	0.3	3.8
Cc1nc(-c2ccc(F)cc2)c(CC(=O)N(C)CC(=O)Nc2c(C)cccc2C)s1	0.7	-0.2	-0.7	2.4	-0.9	1.9	2.7	1.8	-14.0	-0.5	-0.7
Cc1ccccc1OCc1nnc(SCC(=O)Nc2c(C)n(C)n(-c3ccccc3)c2=O)n1-c1ccccc1	0.6	-1.7	0.2	-0.5	1.4	0.3	2.2	-5.1	9.8	-0.6	0.8
COc1ccccc1C(=O)NCc1ccccc1	1.0	-1.2	0.0	-0.7	1.1	0.7	0.4	4.6	1.0	-0.1	-0.3
Cc1cc(CSc2ccccc2)ccc1NC(=O)c1cccc([N+](=O)[O-])c1	-0.2	-1.2	0.6	-0.9	-0.5	0.2	-1.9	-21.5	1.5	0.6	-0.5
Cc1ccccc1CN1CCN(C(C)C(=O)NNC(=O)c2ccc(F)cc2)CC1 (stereo not drawn)	-0.5	-0.6	-1.1	0.7	-0.3	-2.1	0.9	-1.6	-9.4	-1.6	0.0
Going on with the list.
SMILES	DAX1 inh-1	ssDAF12 agonist	ADAM17 inh	hgDAF-12 ag	SMARCA2 act	PG9 Ab binder	GAA850 FXN act	GC-A act	ADAM10 inh	DAX1 inh-2	hcDAF12 agonist
O=C1C(Cl)=C(NCC2CCCO2)C(=O)N1Cc1ccccc1 (stereo not drawn)	-0.3	-1.5	-2.8	-0.4	-0.4	2.3	-0.7	2.9	-6.2	-0.6	-2.3
COc1ccccc1-n1c(SCC(=O)Nc2cccc(C)c2)nc2c(c1=O)SCC2	-0.6	-2.1	4.5	-2.4	4.8	-1.9	-4.3	-4.8	8.2	1.6	-5.1
CC1=CC(=C(C#N)C#N)C=C(C)N1CCN1CCN(C(=O)Nc2cccc(Cl)c2)CC1	-0.8	-1.4	1.1	6.9	2.2	11.8*	0.3	-7.1	3.9	-0.5	-2.0
Cc1ccc(S(=O)(=O)N2CCC(C(=O)N3CCCC(C(F)(F)F)C3)CC2)cc1C (stereo not drawn)	0.7	-1.5	-4.5	-0.7	-3.1	0.2	-1.3	-22.4	-1.4	-2.2	-1.1
CCc1ccc(NC(=O)C(=O)NCCN2CCN(S(C)(=O)=O)CC2)cc1	1.4	-1.2	-0.1	-1.5	0.3	1.0	-1.2	1.2	-1.8	0.1	1.3
CCn1c(SCC(=O)N/N=C/c2cccs2)nc2ccccc21	-1.4	-1.6	1.7	-0.5	-3.1	-1.2	-1.4	-4.8	1.8	-0.8	-0.8
O=Cc1cn(-c2ccccc2)nc1-c1ccncc1	-0.4	-1.7	-5.7	1.8	-2.5	0.5	-1.6	-2.8	0.8	-0.5	-2.3
Cc1ccc(NC(=O)C2CCN(S(=O)(=O)c3ccc4[nH]c(=O)oc4c3)CC2)cc1F	-0.1	-0.5	0.5	-0.9	-1.5	-0.1	0.8	0.4	8.5	-0.6	0.3
CCN(CC)c1ccc(NC(=O)C2=CCN(S(=O)(=O)c3ccc(F)cc3)CC2)c(C)c1	-1.4	-1.1	-1.2	-0.1	2.6	-3.1	-1.2	0.3	5.6	-0.6	0.3
Nc1nonc1-c1nc2ccccc2n1Cc1ccccc1	-0.5	-1.7	0.0	-5.2	4.5	-0.4	2.2	8.4	-6.1	-1.2	-3.4
CN1CCN(CC#CCC2(O)c3ccccc3-c3ccccc32)CC1	-1.3	-1.8	0.6	3.9	0.8	-0.5	-3.0	-4.3	1.2	-0.2	-0.8
Cc1ccc(Cl)cc1N1CCN(C(=O)C2CCN(S(=O)(=O)c3cnc[nH]3)CC2)CC1	-0.5	-1.3	0.7	0.7	-1.1	-1.5	-1.0	-7.3	2.7	-0.5	-1.3
O=C(CCNS(=O)(=O)c1cccs1)NC1CCN(Cc2ccccc2)CC1	0.1	-1.0	-6.2	0.2	-3.2	-1.3	-0.9	0.3	-10.7	-0.3	-1.5
Fc1ccccc1-c1nc2c(s1)CCc1onc(-c3ccc(Br)cc3)c1-2	-0.6	-0.7	-3.4	4.2	-0.2	0.5	0.8	-2.2	3.9	0.7	0.5
C=CCc1ccc(OCC(O)CN2CCC(Cc3ccccc3)CC2)c(OC)c1 (stereo not drawn)	-0.7	-1.5	3.1	-0.3	-0.3	-2.5	-0.5	-2.3	-7.2	-1.0	-0.3
CC(C)C(=O)Nc1ccc(Cl)cc1-c1nc2ccccc2[nH]c1=O	1.3	-0.6	-6.7	-0.8	-4.3	2.4	-0.1	-3.8	-14.2	0.1	1.4
Cc1c(C(=O)NC2CCCc3ccccc32)oc2ccccc12 (stereo not drawn)	-2.3	-1.2	0.0	0.1	0.5	-0.5	2.1	-0.2	3.7	-1.9	-1.7
COc1ccc2[nH]c(C(=O)N/N=C/c3ccc(O)cc3O)cc2c1	-4.0	-1.9	-32.1	-9.4	-2.2	-2.4	-10.2	-27.3	-71.1	-1.8	-2.1
Cc1ccc(Cn2nnc3c(=O)[nH]c(C4CCN(S(=O)(=O)c5cc(C)ccc5C)CC4)nc32)cc1	-0.3	-1.6	15.0*	-1.2	-1.7	-2.0	-1.9	-11.4	43.1*	0.0	-1.3
Cc1ccc(S(=O)(=O)N2CCN(C(=O)c3ccccc3Cc3ccccc3)CC2)c(C)c1	0.5	-1.1	3.2	-2.0	-2.7	0.5	-4.0	-10.7	8.5	-1.4	-2.5
CC(C)(C)NC(=O)C(c1ccco1)N(C(=O)Cn1nnc(-c2ccc(F)cc2)n1)c1ccccc1 (stereo not drawn)	.	-1.1	-3.2	-3.1	2.3	-3.1	.	-3.5	7.0	-0.5	-0.3
NC12CCc3c(no[n+]3[O-])C1(O)CC(c1ccccc1)=[N+]2[O-] (stereo not drawn)	0.2	-1.7	-0.7	-0.8	0.5	-0.5	2.4	0.0	2.8	-0.4	-2.1
COc1ccc(-c2ccc(C)cc2)cc1[C@H]1[C@@H]2C=CCC[C@@]2(C)C(=O)N1Cc1ccccc1	1.2	-1.0	-0.3	-2.4	-1.9	1.1	-0.2	2.4	0.1	-0.5	-2.2
COc1cc(/C=C/c2ccc3c(Br)cc(Br)c(O)c3n2)ccc1O	0.0	-0.9	4.2	-4.2	8.7*	-2.6	0.9	-3.4	11.2	-0.9	-0.2
CC(=O)c1ccc(OCC(=O)NCc2ccc(F)cc2)cc1	1.3	-1.8	-1.7	0.8	0.2	-0.8	1.1	-3.5	0.4	-1.0	-0.5
CCN(CC)c1ncnc2sc(C(=O)N3CCN(c4ccccc4)CC3)c(C)c12	-0.7	-1.2	1.1	-0.8	0.6	-2.0	1.1	-1.7	5.0	-0.6	-1.7
Cc1cc(F)ccc1NC(=O)c1cc(S(=O)(=O)N2CCOCC2)cn1C	2.3	-1.8	-1.1	-0.1	-1.0	-1.2	-1.8	-0.6	-0.1	-0.6	-0.7
